# UHRF1 binding – UHRF1 methylated DNA binding inhibitors, primary screen, counter-screen for MBD2 inhibitor project, biochemical, TR-FRET, human UHRF1, single concentration; E3 ubiquitin-protein ligase UHRF1 (Homo sapiens), Q96T88; UHRF1 binding to methylated oligo; inhibition, % at 4.4 µM; hit rate 0.75% among 370,000; AID 687016, 2013; in the data active = inhibition above about 21%;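 note: UHRF1 SRA domain binding a hemimethylated CpG hairpin DNA probe; 0% = median of test compound wells and 100% = reference inhibitor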
# LEDGF integ inh – blockers of LEDGF/p75-dependent integrase strand transfer – biochemical, TR-FRET, high throughput, primary screen | HIV-1 integrase (with human LEDGF/p75) | TR-FRET IN-LEDGF/p75 DNA integration, Eu/Cy5 | inhibition, % at 3.7 µM | hit rate 0.64% among 370,000 | AID 743269, 2014;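 active = inhibition above the screen-wide mean plus 3 SD, cut at about 13% in these data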;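 note: signal is the Cy5 over europium emission ratio at 671 and 618 nm; 0% = plate median of compound wells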
# DDE Tn6 FP inh – inhibitors of Tn6 peptide binding to fibrin DD(E), primary screen, biochemical, fluorescence polarization, human fibrin, Tn6 probe. hit rate 0.21% among 370,000. inhibition, % at 8.3 µM. AID 720509, 2013. Fibrin DD(E) TRITC-Tn6 fluorescence polarization displacement. Fibrinogen beta chain (Homo sapiens), P02675;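 active = inhibition above a per-campaign cutoff: mean of compounds within control limits plus 3 SD, cut at about 15% in these data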;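 note: 0% = median of all compound wells on the plate and 100% = blocking peptide control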
# Target sequence (P02675 whole entry, looked up): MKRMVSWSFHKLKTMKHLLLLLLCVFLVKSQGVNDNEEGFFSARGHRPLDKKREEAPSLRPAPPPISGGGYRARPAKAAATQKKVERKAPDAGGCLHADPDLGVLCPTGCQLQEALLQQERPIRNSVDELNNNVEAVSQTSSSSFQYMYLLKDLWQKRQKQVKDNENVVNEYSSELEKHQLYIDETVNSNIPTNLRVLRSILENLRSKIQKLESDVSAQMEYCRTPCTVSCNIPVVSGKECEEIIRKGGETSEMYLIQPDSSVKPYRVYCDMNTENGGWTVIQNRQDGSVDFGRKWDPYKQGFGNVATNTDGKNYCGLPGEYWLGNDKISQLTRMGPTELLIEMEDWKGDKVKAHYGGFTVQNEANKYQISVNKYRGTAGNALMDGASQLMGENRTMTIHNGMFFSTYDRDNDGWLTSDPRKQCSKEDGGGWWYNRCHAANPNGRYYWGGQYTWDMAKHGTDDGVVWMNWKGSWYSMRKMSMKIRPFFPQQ
# SIAE inh – human SIAE inhibitors, primary screen, biochemical, fluorescence polarization, FP-Rh probe, 1536-well HTS; inhibition, % at 9.66 µM; AID 1053197, 2014; SIAE FP-Rh probe binding; Sialate O-acetylesterase (Homo sapiens), Q9HAT2; hit rate 0.69% among 370,000;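 active = inhibition above a cutoff: mean of compounds within the control limits plus 3 SD of those, cut at about 17% in these data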;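 note: 0% = plate median of compound wells and 100% = probe without SIAE protein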
# MBD2 DNA inh – inhibitors of MBD2 binding to methylated DNA, primary screen, biochemical, TR-FRET, DNA-binding domain, human. Methyl-CpG-binding domain protein 2 (Homo sapiens), Q9UBB5. MBD2 binding to methylated oligonucleotide. inhibition, % at 4.4 µM. hit rate 0.31% among 370,000. AID 686964, 2013; in the data active = inhibition above about 13%
# TCR CD3 inh – inhibitors of human TCR-CD3 interaction, primary screen, biochemical, fluorescence, TAMRA-labeled TCR probe. inhibition, % at 9.4 µM. hit rate 0.37% among 360,000; in the data active = inhibition above about 19%;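 note: recombinant mutant TCR 2C K166C tagged with TAMRA read by polarization; 0% = receptor in buffer alone and 100% = receptor with positive control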
# DDE Tn7 FP inh – inhibitors of Tn7 peptide binding to fibrin DD(E), primary screen, biochemical, fluorescence polarization, human fibrin, Tn7 probe. hit rate 0.13% among 370,000. Fibrinogen beta chain (Homo sapiens), P02675. FP displacement of FITC-Tn7 peptide from fibrin DD(E); 0% = median of compound wells per plate. AID 720508, 2013. inhibition, % at 8.3 µM;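 active = inhibition above the mean of compounds falling within the control limits plus 3 SD of them, cut at about 14% in these data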;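 note: 0% = plate median of compound wells and 100% = 10 µM Aha-Tn7 peptide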
#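 Assay system: human fibrin DD(E) protein / Input: 2 µM fibrin DD(E) / Benchmarks: high control of 10 µM Aha-Tn7 peptide / Measured by: fluorescence polarization of the labelled Tn7 tracer / Medium: Tris buffer with calcium and detergent, pH 7.8 / Timing: 10 min compound pre-incubation, 3 h probe incubation at room temperature / Repeats: one replicate per compound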
# PRMT1 FP inh – PRMT1 methyltransferase inhibitors, primary screen, biochemical, fluorescence polarization; recombinant PRMT1, activity-based probe fluorescence polarization; hit rate 1.3% among 370,000; Protein arginine N-methyltransferase 1 (Homo sapiens), Q99873; inhibition, % at 2.79 µM;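 active = inhibition above about 21% made by adding two undisclosed values, limit read from the data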
# Target sequence (Q99873 whole entry, looked up): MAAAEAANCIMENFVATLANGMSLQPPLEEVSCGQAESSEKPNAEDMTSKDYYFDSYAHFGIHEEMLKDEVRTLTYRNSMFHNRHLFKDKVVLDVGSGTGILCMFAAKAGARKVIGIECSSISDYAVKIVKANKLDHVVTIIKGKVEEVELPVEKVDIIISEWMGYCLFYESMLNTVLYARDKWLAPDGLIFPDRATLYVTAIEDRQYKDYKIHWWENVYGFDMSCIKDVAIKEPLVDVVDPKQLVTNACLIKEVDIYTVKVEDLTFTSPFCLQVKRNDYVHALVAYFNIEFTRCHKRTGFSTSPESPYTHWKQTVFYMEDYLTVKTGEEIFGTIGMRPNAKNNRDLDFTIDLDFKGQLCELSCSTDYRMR
# TDP2 inh – human TDP2 enzyme inhibitors, primary screen, biochemical, epi absorbance, recombinant enzyme | Tyrosyl-DNA phosphodiesterase 2 (Homo sapiens), O95551 | T5PNP hydrolysis, p-nitrophenol absorbance 415 nm | inhibition, % at 12.8 µM | hit rate 0.34% among 370,000 | AID 720702, 2013;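 active = inhibition above the mean of all tested compounds plus 3 SD, set per campaign, cut at about 25% in these data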;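 note: 0% = DMSO with enzyme and 100% = buffer with substrate but no TDP2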
#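 Test system: human TDP2 enzyme; Input: 120 nM TDP2 per well; Buffer or medium: Mg2+-containing Tris-HCl buffer, pH 7.5; Reagent: 5 mM T5PNP; Dosing: 12.8 µM single point, 1% DMSO; Incubation: reaction 2 h, 37 °C; Detection: p-Nitrophenol epi absorbance; Read-out: % inhibition relative to enzyme-containing and enzyme-free wells; Replicates: single well per compound.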
# KLK7 zymogen act – proKLK7 zymogen activators, primary screen, biochemical, fluorescence intensity; purified proKLK7, EDANS-DABCYL substrate fluorescence; 100% is mature enzyme control, 0% vehicle; activation, % at 7 µM; hit rate 0.9% among 370,000; AID 652039, 2013;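 active = activation above the mean of all tested compounds plus 3 SD, computed per campaign excluding outliers beyond control limits, cut at about 13% in these data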
# The depositor's hits bear a star. No enrichment for hits; 4.6% or so of the library scored in one or more.
SMILES,UHRF1 binding,LEDGF integ inh,DDE Tn6 FP inh,SIAE inh,MBD2 DNA inh,TCR CD3 inh,DDE Tn7 FP inh,PRMT1 FP inh,TDP2 inh,KLK7 zymogen act
Cc1csc(SCC(=O)Nc2ccc(C)c(F)c2)n1,0,0,-1,-2,-1,2,-5,6,-1,0.2
COc1ccc(CNC(=O)/C=C/C(=O)O)cc1OC,1,4,-1,-4,2,5,5,-1,7,0.4
Cc1nc2ccc(C(=O)N/N=C/c3ccccc3O)cc2[nH]1,1,-5,-11,-6,3,-12,3,2,-10,3.6
CCn1c(SCC(=O)NNC(=S)Nc2ccc(C)cc2)nnc1-c1ccc(Cl)cc1,-9,-1,7,-1,-3,-2,-5,-6,-2,0.5
NS(=O)(=O)c1cc(C(=O)OCC(=O)c2ccccc2)c(Cl)cc1Cl,1,-1,-2,-5,-7,3,-5,-1,11,0.9
COc1cc(NC(=O)Cn2cnc(S(=O)(=O)N3CCc4ccccc43)c2)cc(OC)c1OC,7,-1,3,7,2,-2,1,-1,5,0.3
CCOC(=O)C1CCN(S(=O)(=O)c2ccc(CC)cc2)CC1,0,0,12,-1,-1,-1,-3,1,-6,0.1
CCc1ccc(OCCCC(=O)Nc2cccc(C(=O)O)c2)cc1,1,7,-4,8,-3,-4,4,-4,-7,-0.3
COc1cccc(/C(O)=C2/C(=O)C(=O)N(CCN(C)C)C2c2ccc(Br)cc2)c1 (configuration not stated),-2,-1,7,4,1,6,-4,-2,-7,0.2
COc1ccccc1/C=N/NC(=O)CCSc1ccccc1,-2,3,1,4,0,8,-2,-3,7,0.1
CC(C)C(=O)Nc1ccc(C(=O)CSc2nnc(C3CC3)n2C2CC2)cc1,-1,6,-6,-15,3,3,-7,-3,-18,0.0
CNC(=O)C1CCCN1S(=O)(=O)c1ccc(OC)cc1 (configuration not stated),-1,0,10,-1,-2,5,-8,-1,1,-0.1
CCCNC(=O)c1ccccc1NC(=O)c1ccccc1N(C)S(=O)(=O)c1ccccc1,-2,-3,5,2,-3,9,-1,-1,-5,0.1
C=CCNC(=O)C(=O)NCCOc1ccccc1Cl,-2,0,0,-4,2,3,3,2,-3,-0.3
COc1ccccc1NC(=O)C1=C(C)Nc2nc(-c3ccccc3)nn2C1c1ccccn1 (configuration not stated),6,-3,7,-5,5,-10,1,1,2,1.1
COc1ccc(NC(=O)c2cc([N+](=O)[O-])ccc2NC(=O)CNCc2ccccn2)c(OC)c1,-5,-1,-1,0,-10,0,5,25*,19,1.4
CCC1(C)Cc2ccccc2-c2nc3n(c(=O)c21)CCCCC3 (configuration not stated),8,0,1,-6,1,7,-2,-1,3,-0.1
O=C(Nc1ccc(F)cc1)Nc1cccnc1Cl,3,5,-12,3,12,-5,-2,0,-17,0.5
C=CCc1c(C)[nH]c2c(OC)cccc2c1=S,-4,-1,-7,-2,-7,9,6,20,-7,29*
CCO[C@H]1OC(C(=O)O)=C[C@@H](c2csc3ccccc23)[C@@H]1CCCO,1,1,-6,-6,3,-1,3,0,14,-0.5
CC(=O)Nc1ccc(NC(=O)CCN2C(=O)C3CC=CCC3C2=O)cc1 (configuration not stated),-1,-1,-5,-3,-1,11,-4,-2,4,0.4
CN(C)CCCN(C(=O)COc1ccccc1)c1nc2ccc(F)cc2s1,1,-4,2,2,1,-2,5,7,5,-0.2
COc1ccc(/C=C/C(=O)c2ccc(OC)cc2OC)c(OC)c1,-3,3,10,-3,1,-2,8,3,0,-3.1
COc1ccccc1OCCCOc1ccc(/C=C2\SC(=O)NC2=O)cc1OC,1,-3,-1,-26,2,0,1,-4,6,-0.5
O=C(CN1CCN(C(=O)N2CCOCC2)CC1)Nc1ccc(Br)cc1,3,3,-6,-6,8,-5,2,2,-1,0.2
COc1ccc(S(=O)(=O)N2CCOCC2)cc1C(=O)N1CCCCCC1,0,4,5,7,2,3,-1,-3,4,0.2
Cc1ccc(S(=O)(=O)N2CCN(S(=O)(=O)c3ccccc3Br)CC2)cc1,-1,-7,4,2,2,-2,0,2,4,0.7
O=S1(=O)N[C@@H](c2ccccc2)COc2cc(Br)ccc21,-4,-1,3,7,3,3,2,0,14,-0.3
CCOc1cc(S(=O)(=O)N2CCCC2)ccc1Cl,-1,0,0,-5,-5,5,-2,1,1,0.4
COc1cccc(COC(=O)c2cc(S(=O)(=O)N3CCCCC3)ccc2N2CCOCC2)c1OC,2,1,1,-5,-2,-1,-6,-1,3,-0.2
Nn1c(SCc2cccc3ccccc23)nnc1-c1ccco1,-4,-4,6,2,-7,0,11,-2,6,0.1
COc1ccc(NC(=O)Cc2nnc(SCC(=O)Nc3ccc(F)cc3)n2C)cc1,1,2,-2,-2,2,-2,-3,-6,17,-0.1
O=C(Cn1ncc2c([nH]c3ccccc32)c1=O)NCC1CCN(Cc2ccccc2F)CC1,0,4,7,-1,-5,9,1,-3,-4,0.3
Cc1ccc(C)n1-c1cccc(S(=O)(=O)N2CCOCC2)c1,1,1,7,5,-2,6,-3,0,-7,0.0
O=c1c(Cl)c(NCCO)cnn1-c1cccc(Cl)c1,2,-6,-1,-5,3,-3,6,4,16,0.1
O=C(O)CCN1CCN(S(=O)(=O)c2ccc3ccccc3c2)CC1,3,1,0,4,1,-7,2,-1,4,0.1
CCOc1ccc(S(=O)(=O)N2c3ccccc3CC2C)cc1 (configuration not stated),-1,-3,1,-4,5,-3,-1,-1,-8,0.5
CC1(C)CC(=O)C(C=Nc2ccc3cn[nH]c3c2)=C(O)C1,-6,0,12,0,-10,12,1,0,-7,9.6
CCOC(=O)c1cc2c(ccn2C)n1CC(=O)N(CC)CC,-4,0,-5,5,1,-3,-5,0,4,0.2
CCCC(c1nnnn1Cc1cccs1)N1CCN(C)CC1 (configuration not stated),0,-1,2,0,-1,2,7,1,3,-0.1
COc1cc(OC)c(NC(=O)Cc2ccc(OC)c(S(=O)(=O)N3CCOCC3)c2)cc1Cl,1,-4,-4,-1,2,-9,4,2,4,0.3
CC(C)(C)c1cc(C(=O)NNc2cccc(Cl)c2)n(Cc2ccccc2)n1,0,0,-7,-7,-5,6,4,1,-11,0.3
CCOC(=O)C1CCN(C(=O)C2CCN(c3nnc(-n4cccc4)s3)CC2)CC1,-2,-1,-8,-3,1,4,2,-1,4,0.2
N#Cc1ccccc1COc1cccc2c1CCCC2O (configuration not stated),2,-4,4,2,0,-2,1,2,-6,-0.7
COc1ccc2[nH]c3c(c(=O)c2c1)CCCC3,2,0,-2,-12,2,3,-3,-3,-2,0.5

# In the list so far, 4 contain bromine.
SMILES,UHRF1 binding,LEDGF integ inh,DDE Tn6 FP inh,SIAE inh,MBD2 DNA inh,TCR CD3 inh,DDE Tn7 FP inh,PRMT1 FP inh,TDP2 inh,KLK7 zymogen act
COc1cccc(/C(O)=C2/C(=O)C(=O)N(CCN(C)C)C2c2ccc(Br)cc2)c1 (configuration not stated),-2,-1,7,4,1,6,-4,-2,-7,0.2
O=C(CN1CCN(C(=O)N2CCOCC2)CC1)Nc1ccc(Br)cc1,3,3,-6,-6,8,-5,2,2,-1,0.2
Cc1ccc(S(=O)(=O)N2CCN(S(=O)(=O)c3ccccc3Br)CC2)cc1,-1,-7,4,2,2,-2,0,2,4,0.7
O=S1(=O)N[C@@H](c2ccccc2)COc2cc(Br)ccc21,-4,-1,3,7,3,3,2,0,14,-0.3

# (more compounds)
SMILES,UHRF1 binding,LEDGF integ inh,DDE Tn6 FP inh,SIAE inh,MBD2 DNA inh,TCR CD3 inh,DDE Tn7 FP inh,PRMT1 FP inh,TDP2 inh,KLK7 zymogen act
O=S(=O)(c1ccc(F)c(F)c1F)N1CCN(C(=S)NC2CC3CCC2C3)CC1 (configuration not stated),-2,2,-5,8,1,3,-6,0,-4,0.8
O=C(NCc1nc2ccccc2[nH]1)C1=C[C@H](c2coc3ccccc3c2=O)C[C@H](OCc2ccc(CO)cc2)O1,0,0,3,-9,-1,-2,1,2,-3,0.5
CCn1c(C)c(C)c2cc(C(=O)NCCCN3CCCCC3)ccc21,4,-9,0,0,4,-3,8,8,-13,-0.9
C1=Nc2c(NCc3ccccc3)ncnc2Oc2ccccc21,1,0,-2,-3,0,2,-2,1,5,0.6
COc1ccc(-c2ccc(C)cc2)cc1[C@H]1[C@H]2C=CC[C@@H](C)[C@@H]2C(=O)N1Cc1ccccc1,-3,3,12,2,2,11,-2,-4,4,0.5
COc1ccc(/C=C(/CC(=O)NCc2ccc(Cl)cc2)c2nc3ccccc3s2)cc1,-1,0,-2,-3,-7,4,5,0,-5,28*
Cc1cc(C)c(C)c(OCc2nc(-c3cccnc3)no2)c1,1,-4,1,-8,-1,3,8,-4,-5,0.7
COc1ccc(CCNC(=O)C2(C)CCC(=O)N2Cc2ccc(C)cc2)cc1OC (configuration not stated),-2,-5,-6,1,0,-7,-5,3,7,-0.1
CCCNC(=O)C(Cc1cccc(Cl)c1)NC(=O)c1ccccc1 (configuration not stated),4,-2,5,-1,-6,-6,-5,-4,-15,0.0
CCSC1=C(C#N)C(c2ccc3c(c2)OCO3)C2=C(CCCC2=O)N1 (configuration not stated),4,5,-5,4,6,-10,5,1,4,1.0
C[C@@H]1CC[C@]2(O[C@H](CCO)C[C@@H](O)[C@@H]2O)O1,5,4,-6,-2,3,-10,-2,-1,-16,0.3
Cc1ccc(C)c(S(=O)(=O)NC(CC(C)C)C(=O)O)c1 (configuration not stated),1,6,1,3,3,7,0,-2,2,0.3
O=C(CN1C(=O)C2C3C=CC(C3)C2C1=O)Nc1nc2ccccc2[nH]1 (configuration not stated),-2,-1,-1,5,-5,6,8,2,-6,0.2
Cc1cccc(CNC(=O)CCCn2nc(C)c3c(C)n(-c4ccccc4)nc3c2=O)c1,-1,-1,0,-1,6,-3,7,0,-3,0.4
CCC(c1nnnn1C(C)(C)CC)N(CCN1CCOCC1)Cc1cc2cc(C)ccc2[nH]c1=O (configuration not stated),-3,0,-1,-7,1,1,-7,-1,-3,1.0
Cc1c(C(=O)NC2CCCC2)oc2ccccc12,-1,4,-3,0,-7,2,-2,-1,1,-0.3
